Assay outcomes from PubChem BioAssay.
Cycloheximide cs = Cycloheximide Counterscreen for Small Molecule Inhibitors of Shiga Toxin. cell reporter, cycloheximide protein synthesis inhibition counterscreen. max response, %. actives 12% (n = 300,000); in the data active = max response mostly above about 13%, no sharp cut-off; inactive = mostly below about 14%; note: read at 38.3 µM for the half of the compounds with a filed dose; 0% is about no effect
Shiga inhibitor = A qHTS for Small Molecule Inhibitors of Shiga Toxin; actives 9.2% (n = 290,000); AID 2315, 2010; inhibition, % at 38.7 µM; Vero cells, Shiga toxin protein synthesis inhibition reporter; in the data active = inhibition mostly above about 28%, no sharp cut-off; inactive = mostly below about 43%; note: 0% is about no effect
TbPYK inhibitor = qHTS of Trypanosoma Brucei Inhibitors; pyruvate kinase (Trypanosoma brucei), Q57TT1; TbPYK enzyme, Kinase-Glo Plus ATP luminescence, 45 min; Potency, µM (top dose mostly 76.8 µM), for the others: top-dose activity, negative = inhibition, hits mostly inhibitors; actives 0.12% (n = 410,000); AID 624173, 2012; note: potency is the fitted concentration of half-maximal effect; % is set by controls: 0 for no effect and ±100 for the full control effect; nearly all actives have a fitted effect of over 50% in size
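Enzyme and substrate buffer are dispensed first and compound is pin-transferred. ADP at 130 uM final then starts the reaction, which runs 45 min at room temperature. Detection reagent is added for 10 min before luminescence is imaged.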
LmPK inhibitor = qHTS Assay for Inhibitors of Leishmania Mexicana Pyruvate Kinase (LmPK); Q27686; actives 0.37% (n = 290,000); Potency, µM (highest dose often 57.5 µM), for the others: at the highest dose activity change, negative = inhibition, usual class: inhibitors; purified LmPK, Kinase-Glo ATP luminescence, 1 h; note: potency is the fitted concentration of half-maximal effect; % is set by controls: 0 for no effect and ±100 for the full control effect
Target sequence (Q27686 whole entry, looked up): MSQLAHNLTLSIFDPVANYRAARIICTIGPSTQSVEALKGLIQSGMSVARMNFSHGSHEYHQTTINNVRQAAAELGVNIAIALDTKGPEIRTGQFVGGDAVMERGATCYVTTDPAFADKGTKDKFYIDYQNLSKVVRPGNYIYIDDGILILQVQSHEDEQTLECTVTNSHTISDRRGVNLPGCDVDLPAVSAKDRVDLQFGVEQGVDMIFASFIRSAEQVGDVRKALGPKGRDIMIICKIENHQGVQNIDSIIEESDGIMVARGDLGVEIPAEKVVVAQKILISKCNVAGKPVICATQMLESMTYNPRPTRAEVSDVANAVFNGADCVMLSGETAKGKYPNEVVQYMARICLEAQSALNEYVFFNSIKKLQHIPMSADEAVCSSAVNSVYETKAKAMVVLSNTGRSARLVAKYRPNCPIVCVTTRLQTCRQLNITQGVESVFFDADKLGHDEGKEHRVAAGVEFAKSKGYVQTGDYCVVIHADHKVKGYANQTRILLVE
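Purified LmPK (0.1 nM) converted ADP (0.1 mM) to ATP with PEP (0.5 mM) in imidazole buffer pH 7.2 with KCl and MgCl2, 1 h at room temperature. ATP was read by Kinase-Glo luminescence; data normalized to uninhibited and no-enzyme controls.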
Pf growth 96h = Primary qHTS for delayed death inhibitors of the malarial parasite plastid, 96 hour incubation | P. falciparum luciferase reporter growth, 96 h | Potency, µM (top dose mostly 28.7 µM), without a hit: top-dose activity change, negative = inhibition, hits mostly inhibitors | actives 6.9% (n = 320,000) | AID 504834, 2011; note: potency is the fitted concentration of half-maximal effect; % is set by controls: 0 for no effect and ±100 for the full control effect
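Two parasite generations (96 h, 37 C, 5% CO2) of compound exposure in infected erythrocytes (0.05% parasitemia, 2% hematocrit). Luciferase-reporter P. falciparum; decreased luminescence indicates inhibited growth, aimed at apicoplast-acting delayed death.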
Pf growth 48h = Primary qHTS for delayed death inhibitors of the malarial parasite plastid, 48 hour incubation | P. falciparum luciferase growth in erythrocytes, 48 h | Potency, µM (highest dose often 28.7 µM), inactives show at the top dose activity change, negative = inhibition, hits mostly inhibitors | actives 5.9% (n = 310,000); note: potency is the fitted concentration of half-maximal effect; % is set by controls: 0 for no effect and ±100 for the full control effect
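A one-generation exposure of luciferase-tagged malaria parasites in RPMI 1640/Albumax erythrocyte culture, 37 C and 5% CO2. Inhibition is inferred from decreased luminescence after adding detection reagent.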
HCV inhibitor = qHTS Assay for Inhibitors of Hepatitis C Virus (HCV). actives 3.4% (n = 340,000). AID 651820, 2012. Potency, µM (series often up to 41.8 µM), inactives show at the highest dose activity change, negative = inhibition, hits mostly inhibitors. Huh7.5.1 HCVcc-Cre infection, luciferase reporter, 44 h; note: potency is the fitted concentration of half-maximal effect; % is set by controls: 0 for no effect and ±100 for the full control effect
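Cells seeded at 1,000/well and cultured 4 h, then compounds added followed by HCVcc-Cre virus (~0.5 moi). After 44 h further culture, luciferase substrate was added, plates held 15 min at room temperature, and luminescence read for 15 sec.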
Numbers without * were called inactive; ? = inconclusive; · = no result given; ! = not active in a repeat; [ ] = remark or other dose. Unless noted, calls come from the whole dose curve; as a rule, active = well fitted curve in the direction sought with a large enough effect; inconclusive = small, poorly fitted or top-dose-only effect, or another doubt; inactive = no such curve, though single readings can be large; an effect the other way counts as inactive or inconclusive.

SMILES	Cycloheximide cs	Shiga inhibitor	TbPYK inhibitor	LmPK inhibitor	Pf growth 96h	Pf growth 48h	HCV inhibitor
CC(=O)c1ccc(S(=O)(=O)Nc2ccc(C(=O)NCC(c3ccccc3)N(C)C)cc2)cc1 (stereo unspecified)	-1	22	-2%	-2%	-2%	?	-2%
CC[C@]12C=CCN3CCC4(c5cc(Br)c(OC)cc5N(C)C4[C@@](O)(C(=O)OC)[C@@H]1OC(C)=O)C32 (stereo partly specified)	-3	-10	-1%	-2%	?	?	12%
O=S1(=O)N=C(Nc2ccc(O)c(CN3CCCCC3)c2)c2ccccc21	9	-14	2%	5%	?	1.5µM*	16%
O=C(Nc1ccccc1O)c1nc(Cl)ccc1Cl	8	-5	-2%	-2%[11.5 µM]	-4%	40%[activator]	-8%
COc1ccc(-c2noc(CSc3nc(N)c(-c4ccccc4)c(=O)[nH]3)n2)cc1OC	-2	-10	-1%	1%	-8%	10%	?
Cc1noc(C(=O)Nc2ccc3c(c2)OCO3)c1Cl	37*	79*	-2%	-13%	-7%	98%[activator]	11%
COc1ccc(N2C(=NC(=O)CC3CCCCC3)SC3CS(=O)(=O)CC32)cc1 (stereo unspecified)	9	25	-2%	-1%	16%	-2%	14%
CN(C)C(=S)Nc1ccc2c(c1)OCCO2	14	7	0%	3%	34%[activator]	?	4%
Cc1ccc(CONC(=O)c2ccccc2)cc1	40*	67*	2%	-21%	63%[activator]	94%[activator]	-21%
CCCCOc1ccc(C(=O)NCC(=O)NC2CC2)cc1	·	·	-1%	·	30%	5%	13%
O=C(Cc1ccc([N+](=O)[O-])cc1)OCc1c(F)cccc1Cl	17*	56	0%	5%	0%	124%[activator]	3%
CCCCc1nc2cc(C(=O)N(C)C3CCOCC3)ccc2o1	68*	116*	9%	-6%	29%	51%[activator]	12%
O=C(Nc1nnc(C2CC2)s1)c1ccco1	29*	107*	1%	?	124%[activator]	190%[activator]	-8%
O=C(Nc1nnc(-c2ccncc2)o1)c1ccccc1	14	26	-23%	7%	?	?	13%
Cc1sc2ncn3c(C)nnc3c2c1C	-2	-10	2%	1%	-21%	·	-4%
COc1cccc(S(=O)(=O)N2CCN(C(=O)c3ccco3)CC2)c1	-3	-1	-2%	4%	?	-1%	17%
Cc1cccc(-n2cnc(C(=O)O)c2)n1	-3	-5	2%	-3%	-14%	0%	10%
COc1cccc(NC(=O)C(NC2CCCC2)c2ccccc2)c1 (stereo unspecified)	-4	-16	3%	1%	?	?	-26%
COCCOC1CCN(C(=O)C2CCC(=O)N(CCc3ccc(OC)cc3)C2)CC1 (stereo unspecified)	18	-7	-18%	5%	?	-7%	3%
O=c1cc(CSc2nnc(COc3cccc4ccccc34)o2)c2ccccc2[nH]1	1	-3	-4%	5%	12µM*	79%[activator]	3%
CC12CCC(=O)N1C(C(=O)NCCN1C(=O)S/C(=C\c3ccccc3F)C1=O)CS2 (stereo unspecified)	·	·	-2%	·	?	?	?
CCC(=O)c1ccc(OCC(O)Cn2nc(C)c(C(C)=O)c2C)cc1 (stereo unspecified)	-7	7	-3%	-4%	50%[activator]	1%	-28%
Nn1c(SC/C=C/c2ccccc2)nnc1-c1cccnc1	5	16	-12%	-2%	·	19%	4%
Cc1ccc(-c2cc(C(F)F)nc(NCc3cccnc3)n2)cc1	-1	3	1%	5%	17%	13µM*	6.3µM*
Cc1nnc(SCC(=O)N(CC(C)C)C2CCS(=O)(=O)C2)n1N (stereo unspecified)	·	·	-7%	·	-5%	-5%	15%
SMILES	Cycloheximide cs	Shiga inhibitor	TbPYK inhibitor	LmPK inhibitor	Pf growth 96h	Pf growth 48h	HCV inhibitor
COc1ccccc1NC(=O)CN1C(=O)CCS(=O)(=O)c2ccccc21	-2	5	-6%	-1%	?	-4%	-6%
COc1cccc(N2CCN(C(=S)NCc3ccco3)CC2)c1	-1	-3	-2%	-2%	62%[activator]	56%[activator]	-13%
Cc1ccc(CNC(=O)CN(C)S(=O)(=O)c2cccs2)cc1	28*	23	-2%	-1%[11.5 µM]	?	17%	8%
CCN(CC)S(=O)(=O)c1cc(NC(=O)COC(=O)c2sc3ccccc3c2Cl)ccc1C	0	-4	-11%	-1%	26%	-1%	23%
Cc1cccc(NC(=S)NC(=O)/C=C/c2ccco2)c1	10	32	-2%	-1%	14%	11%	-8%
O=C(N/N=C/c1ccccc1)C(=O)N/N=C/c1ccccc1	-7	20	4%	-4%	2%	15%	15%
COc1ccc(NC(=O)Cc2ccc(Cl)cc2)cc1S(=O)(=O)N1CCCCC1	·	·	1%	·	10µM*	?	14µM*
CCOc1ccc(C(=O)NCC(=O)NC(C)CCc2ccccc2)cc1OCC (stereo unspecified)	-2	-11	-16%	-8%	?	?	?
CC1CCN(C(=O)c2ccccc2NC(=O)c2cccc(S(=O)(=O)N(C)C)c2)CC1	-3	-32	-7%	-8%	5%	8%	8%
O=C(Nc1ccc2c(c1)OCO2)c1cc(C2CC2)on1	34*	52*	-8%	-10%	1%	22%	-9%
O=S(=O)(c1ccc(C(F)(F)F)cc1)N1CCN(CCc2ccccc2)CC1	-5	-6	0%	0%	22%	3%	-17%
COc1ccc(COC(=O)c2ccc(S(=O)(=O)N3CCCCC3)cc2)cc1OC	·	·	5%	·	?	?	-2%
Cc1ccc(-n2nnnc2SCC(=O)c2c(N)n(C3CC3)c(=O)[nH]c2=O)c(C)c1	·	·	0%	·	5.9µM*	10µM*	3%
COc1cc(NC(=O)c2ccc3c(SCC(=O)O)c4c(nc3c2)CCCC4)cc(OC)c1OC	1	-24	-11%	-7%	?	15%	?
O=C(C1CCCO1)N1CCC(O)(c2ccccc2)CC1 (stereo unspecified)	7	-19	-4%	-2%	·	40%[activator]	7%
N#Cc1ccc(-n2c(-c3ccccc3)nnc2-c2ccccc2)cc1C#N	30*	37	6%	0%	0%	?	?
Cc1ccc(C(=O)OCc2c(C)noc2C)cc1NC(=O)c1ccco1	-4	16	4%	9%	10µM*	-77%	-26%
CCOC(=O)c1nn(-c2ccc(F)cc2)c(=O)cc1OCC(=O)N1CCN(c2ccccc2)CC1	·	·	-1%	·	2%	-27%	-5%
Cc1cccc(OCC(=O)Nc2ccc(S(=O)(=O)Nc3cc(C)nc(C)n3)cc2)c1	-2	4	2%	3%	15%	15%	21%
COc1cccc(-c2cc(C(=O)Nc3cccnc3)c3ccccc3n2)c1	12	-9	-2%	6%	?	3.7µM*	-21%
CC1=CC(c2ccccc2)n2nc(N3C(=O)C4CC=CCC4C3=O)nc2N1 (stereo unspecified)	-2	-18	-3%	0%	39%[activator]	17%	5%
COc1ccc(C2N3CC4(C)CN2CC(C)(C3)C4=O)cc1OC (stereo unspecified)	-5	-12	-1%	4%	8%	·	-4%
Cc1cccc(NC(=O)c2cccc(OC(=S)N3CCOCC3)c2)c1	-3	31	-11%	-1%	12%	?	?
CCCCCCNC(=O)N[C@@H](C(=O)NCCC[C@H]1CN2C(=NC[C@@H]2Cc2ccccc2)N1CCc1cccc(OC)c1)C(C)C	0	-10	?	-15%	1.3µM*	13µM*	-14%
CCOc1ccccc1NC(=O)Nn1cnnc1	-1	-6	3%	0%	7%	12%	-16%

Given as labelled records: four of the compounds above.
SMILES: CCOC(=O)c1nn(-c2ccc(F)cc2)c(=O)cc1OCC(=O)N1CCN(c2ccccc2)CC1
  Cycloheximide cs: ·; Shiga inhibitor: ·; TbPYK inhibitor: -1%; LmPK inhibitor: ·; Pf growth 96h: 2%; Pf growth 48h: -27%; HCV inhibitor: -5%
SMILES: Cc1cccc(OCC(=O)Nc2ccc(S(=O)(=O)Nc3cc(C)nc(C)n3)cc2)c1
  Cycloheximide cs: -2; Shiga inhibitor: 4; TbPYK inhibitor: 2%; LmPK inhibitor: 3%; Pf growth 96h: 15%; Pf growth 48h: 15%; HCV inhibitor: 21%
SMILES: COc1cccc(-c2cc(C(=O)Nc3cccnc3)c3ccccc3n2)c1
  Cycloheximide cs: 12; Shiga inhibitor: -9; TbPYK inhibitor: -2%; LmPK inhibitor: 6%; Pf growth 96h: ?; Pf growth 48h: 3.7µM*; HCV inhibitor: -21%
SMILES: CC1=CC(c2ccccc2)n2nc(N3C(=O)C4CC=CCC4C3=O)nc2N1 (stereo unspecified)
  Cycloheximide cs: -2; Shiga inhibitor: -18; TbPYK inhibitor: -3%; LmPK inhibitor: 0%; Pf growth 96h: 39%[activator]; Pf growth 48h: 17%; HCV inhibitor: 5%

Remaining list, next part.
SMILES	Cycloheximide cs	Shiga inhibitor	TbPYK inhibitor	LmPK inhibitor	Pf growth 96h	Pf growth 48h	HCV inhibitor
CCN1CCN(CC(=O)Nc2cc(C(F)(F)F)ccc2OCCOC)CC1	-1	-8	-16%	-12%	?	6%	4%
CC(=O)c1sc(-c2ccccn2)nc1C	14	32*	·	-1%	?	5%	·
Cc1ccc(S(=O)(=O)N(C)C)cc1NC(=O)c1ccncc1	-3	1	0%	2%	-15%[5.75 µM]	4%[5.75 µM]	4%
O=C(O)c1cccc(CSc2nc(-c3ccccc3)cc(C(F)(F)F)n2)c1	-5	31	-2%	0%	0%	-3%	0%
CC(=O)Nc1ccc(S(=O)(=O)NCc2ccc(C(=O)N3CCOCC3)cc2)cc1	6	-4	1%	1%	?	17%	3%
O=S(=O)(/N=C/N1CCOCC1)c1ccc(Cl)cc1	0	-12	1%	0%	?	8%	24%
CC(=O)Nc1ccc(S(=O)(=O)N(C)CC(=O)OCC(=O)N(CC(C)C)C2CCS(=O)(=O)C2)cc1 (stereo unspecified)	·	·	1%	·	18%	37%[activator]	28%
COc1ccc(C(=O)N/C(=C\c2cccc3ccccc23)C(=O)N2CCN(C)CC2)cc1OC	1	13	0%	-1%	9%	5%	7%
O=C(Cn1cnc2sc3c(c2c1=O)CCCC3)NCC(=O)Nc1ccccc1F	1	18	-2%	1%	12%	10%	4%
OC1CN=C2Sc3ccccc3N2C1 (stereo unspecified)	1	-16	2%	-4%	17%	24%	15%
CCc1ccc(NC(=O)c2cccnc2)cc1	32*	73*	-1%	-9%	53%[activator]	210%[activator]	6%
COC(=O)c1cccc(NC(=O)c2nn(C)c(=O)c3ccccc23)c1	26	18	-20%	8%	?	?	-14%
Cc1cccc(OCC(=O)Nc2ccc3c(c2)nc(CCN2CCCCC2)n3C)c1	-2	-7	0%	-6%	?	?	-22%
COc1ccc(C(CNC(=O)c2cccc(S(=O)(=O)Nc3ccccc3Cl)c2)N2CCOCC2)cc1 (stereo unspecified)	·	·	4%	·	-29%	?	?
Cc1cccc(-c2ccc3ncnc(NCc4cccs4)c3c2)c1	·	·	1%	·	3.3µM*	3.7µM*!	·
Cc1ccccc1-c1n[nH]c(=S)n1Cc1ccccc1	-5	-10	?	1%	24%	3%	17%
COc1cccc(OC)c1C(=O)N1CCN(Cc2cccnc2)CC1	-3	12	-7%	-4%	0%	3%	5%
Nc1cc(Cl)ccc1Oc1ccccc1	-1	-8	-3%	-1%	-1%	58%[activator]	4%
CCN(Cc1ccccc1)C(=O)COC(=O)Cc1c[nH]c2ccccc12	·	·	-12%	·	6%	18%	15%
CCc1nc2c(c(=O)c3ccccc3n2C)c(=O)n1-c1ccc(F)cc1	3	11	4%	-5%	?	28%	?

Compounds as they come (roughly 24% active in at least one column).
